Screening results as filed in PubChem BioAssay.
KCNK3 block = human KCNK3 channel inhibition, primary screen. O14649. CHO-KCNK3 thallium flux, FluxOR fluorescence; active compounds read low. B-score at 10 µM. actives 0.84% (n = 340,000). AID 602410;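 active means B-score under library mean minus 4 SD, starting fluorescence ratio at most library mean plus 5 SD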;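 further: more negative B-score means stronger inhibition of thallium flux through KCNK3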
TRPC4 agonist = TRPC4 (mouse) channel activation | Q9QUQ5 | HEK293 TRPC4beta/mu-opioid, Fluo4 calcium fluorescence; active compounds read high | B-score at 10 µM | actives 0.49% (n = 310,000) | AID 2237;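 active means B-score above 5 SD of library B-scores, and initial fluorescence ratio not above library mean plus 5 SD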;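 further: positive B-score marks a calcium rise read as TRPC4 activation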
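System: HEK293 cells stably co-expressing mouse TRPC4beta and mu-opioid receptor; Schedule: Fluo4 dye loading 45 min at room temperature, 110 s recording; Detection: Fluo4 fluorescence, kinetic; Evaluation: B-scored integrated calcium fluorescence ratio; Controls: buffer (low) and maximal DAMGO (high).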
KCNK9 inh = human KCNK9 channel inhibition; actives 1.2% (n = 310,000); Q9NPC2; AID 488922; HEK293 KCNK9, FluxOR thallium flux fluorescence; active compounds read low; B-score at 10 µM;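 active means ratio B-score over 3 SD below the library mean, with starting fluorescence within 5 SD of its mean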;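 further: negative B-score means less thallium flux so channel inhibition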
KCNQ1 inh = inhibitors of human KCNQ1 potassium channel. actives 1.3% (n = 310,000). AID 2642. CHO-K1 KCNQ1, FluxOR thallium flux fluorescence; active compounds read high. B-score at 10 µM;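 active means compounds whose thallium flux B-score, printed positive for inhibition, exceeds three library SD while starting fluorescence stays within three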;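 further: channel opened by potassium depolarization with thallium stimulus after 20 min compound exposure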
hERG protect = shields human hERG channel from block by proarrhythmic agents | Q12809 | CHO-hERG, FluxOR thallium flux, dofetilide IC70 present | activation (rescue from dofetilide block), less the hit threshold, % at 10 µM | actives 0.51% (n = 310,000);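 active means activation above the mean of controls blocked by dofetilide plus 5 SD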;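 further: thallium influx through hERG after potassium depolarization seen as dye fluorescence rise; in these data hits start at about 4.7%; inactives centre near -7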
HDAC3 inhib = blocks human histone deacetylase 3; recombinant HDAC3, fluorogenic peptide/trypsin coupled, fluorescence; O15379; actives 0.15% (n = 320,000); inhibition, % at 8.3 µM; in the data active means inhibition above about 26%, passing the limit was not always enough; inconclusive means no clear call, values can overlap the other calls
KCNQ1 act = potentiators or activators of human KCNQ1 potassium channel. actives 0.35% (n = 310,000). P51787. CHO-K1 KCNQ1, thallium flux FluxOR fluorescence; active compounds read high. B-score at 10 µM. AID 2648;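 active means fluorescence ratio B-score, a plate-corrected score, at least three library SD, with initial intensity B-score within 5 SD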
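Doses: Single concentration per compound, DMSO matched to controls | Test system: KCNQ1-transfected CHO-K1 cells | Timing: 90 min dye loading and 20 min compound exposure, both at room temperature | Measured by: Kinetic FluxOR thallium fluorescence, 10-s 1-Hz baseline, 110-s post-stimulus read | Medium: Assay buffer with matched DMSO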
ANO1 activ = activators or potentiators of mouse TMEM16A chloride channel | Q8BHY3 | HEK293 TMEM16A/YFP-H148Q/I152L, iodide quench fluorescence; active compounds read low | B-score at 10 µM | actives 0.3% (n = 340,000) | AID 623877;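 active means fluorescence-ratio B-score plate-corrected deviation score at least 3 library SD below zero, with starting fluorescence score within 5 deviations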;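 further: channel opened by trigger with iodide after compound preincubation; score built on the fluorescence ratio of max minus min over baseline; more negative score means more quench and so TMEM16A activation or potentiation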
Target sequence (Q8BHY3 whole entry, looked up): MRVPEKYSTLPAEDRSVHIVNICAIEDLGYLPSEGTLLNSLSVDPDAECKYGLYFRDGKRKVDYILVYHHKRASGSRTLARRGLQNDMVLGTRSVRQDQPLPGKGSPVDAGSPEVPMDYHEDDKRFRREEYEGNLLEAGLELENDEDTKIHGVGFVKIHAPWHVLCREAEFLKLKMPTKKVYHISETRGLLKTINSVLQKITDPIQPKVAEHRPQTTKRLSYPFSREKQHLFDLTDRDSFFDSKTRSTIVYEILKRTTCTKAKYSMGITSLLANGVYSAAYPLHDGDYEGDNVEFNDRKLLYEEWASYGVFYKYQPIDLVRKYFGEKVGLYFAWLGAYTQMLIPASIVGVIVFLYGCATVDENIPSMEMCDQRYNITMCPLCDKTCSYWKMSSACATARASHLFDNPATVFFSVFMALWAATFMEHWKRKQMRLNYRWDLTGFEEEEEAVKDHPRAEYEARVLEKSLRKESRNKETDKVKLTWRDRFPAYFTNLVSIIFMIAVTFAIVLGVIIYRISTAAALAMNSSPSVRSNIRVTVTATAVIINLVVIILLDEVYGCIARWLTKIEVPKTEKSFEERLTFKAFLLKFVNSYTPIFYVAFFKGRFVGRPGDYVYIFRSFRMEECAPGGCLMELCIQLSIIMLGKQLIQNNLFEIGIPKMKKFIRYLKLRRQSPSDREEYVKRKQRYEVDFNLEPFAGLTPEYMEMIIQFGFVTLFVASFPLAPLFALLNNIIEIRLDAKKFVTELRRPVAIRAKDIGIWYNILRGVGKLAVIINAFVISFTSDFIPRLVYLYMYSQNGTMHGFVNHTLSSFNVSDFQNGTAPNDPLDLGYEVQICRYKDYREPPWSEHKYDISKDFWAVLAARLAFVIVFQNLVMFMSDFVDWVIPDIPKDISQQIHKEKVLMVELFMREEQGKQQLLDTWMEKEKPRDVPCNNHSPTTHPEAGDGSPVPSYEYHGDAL
DYRK1A inh = blocks rat Dyrk1A kinase activity; ADP-Glo luminescence, NFATc1 peptide; inhibition, % at 12.5 µM; actives 0.43% (n = 310,000); AID 504441; in the data active means inhibition above about 50%;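 further: plate controls were vehicle with enzyme for no effect and no enzyme for full effect; many of its hits are not listed in these tables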
TMEM16A inh = mouse TMEM16A channel inhibition, primary screen. Q8BHY3. HEK293 TMEM16A/YFP iodide influx fluorescence, ionomycin. normalized B-score (activity score, 25-100; higher = stronger inhibition) at 10 µM. actives 1.2% (n = 310,000). AID 588511;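 active means ratio plate-corrected score three or more library SD toward inhibition, starting fluorescence score within five deviations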;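 further: score derived from kinetic fluorescence span divided by baseline fluorescence per well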
TRPC4 PAM = allosterically enhances the mouse TRPC4 cation channel; Q9QUQ5; HEK293 TRPC4beta/mu-opioid, DAMGO EC20, Fluo-4 Ca2+ flux; active compounds read high; B-score at 10 µM; actives 0.42% (n = 310,000); AID 2227;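 active means B-score of calcium response area above 5 SD of library B-scores, with initial fluorescence ratio within 5 SD of library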;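 further: B-score of integrated fluorescence ratio over time as area under calcium response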
Starred values were filed as active, the others as inactive; i = inactive; ? = inconclusive; nt = no result given. A portion of the library; the hit share may differ from the screen's.

SMILES	KCNK3 block	TRPC4 agonist	KCNK9 inh	KCNQ1 inh	hERG protect	HDAC3 inhib	KCNQ1 act	ANO1 activ	DYRK1A inh	TMEM16A inh	TRPC4 PAM
Cc1ccc(C)c(S(=O)(=O)N2CCN(C(=O)C3CC3C)CC2)c1 (stereo not given)	i	i	i	i	-11	3	i	i	-14	i	i
CCc1ccc(S(=O)(=O)NCCc2csc(C)n2)s1	i	i	i	i	-10	nt	i	i	6	i	i
Cn1c(N)c(C(c2ccccc2)c2c(N)n(C)c(=O)n(C)c2=O)c(=O)n(C)c1=O	i	i	i	i	-6	-4	i	i	2	i	i
CC/C(=N\NC(=O)c1ccc(N(C)C)cc1)c1ccccc1	i	i	i	i	-5	nt	i	i	-1	i	i
Cc1noc(C)c1COc1ccc(C(=O)Nc2cccnc2)cc1	i	i	i	i	-10	nt	i	i	-3	nt	i
O=C(CSC(=S)N1CCOCC1)Nc1ncc2c(n1)CCCC2=O	i	i	i	i	-7	?	i	i	0	i	i
COc1cccc(-c2noc(-c3ccoc3C)n2)c1	i	i	i	i	-20	-2	i	i	-3	i	i
CCOC(=O)c1ccc(Nc2cc(C)nc3nc(C)nn23)cc1	i	i	i	i	-1	4	i	i	2	i	i
Cc1ccc(C(=O)NCc2ccc(F)cc2)s1	i	i	i	i	-9	-4	i	i	4	i	i
Cc1nn(C)cc1S(=O)(=O)Nc1cccc(Cl)c1	i	i	i	i	-6	2	i	i	2	i	i
CCc1ccc(NC(=O)C[n+]2cc(-c3ccc(C)cc3)n3c2CCC3)cc1	i	i	i	i	-14	1	i	i	nt	i	i
COc1ccc(CCNC(=O)CC(C)S(=O)(=O)c2ccc3c(c2)NC(=O)CO3)cc1OC (stereo not given)	i	i	i	i	-9	2	i	i	nt	i	i
CCC(CC)NC(=O)c1cccc(Oc2ccccc2)c1	i	i	i	i	-8	-4	i	i	5	i	i
N/C(=N\OC(=O)CCN1C(=O)c2ccccc2C1=O)c1ccccn1	i	i	i	i	-5	-1	i	i	-8	i	i
Cc1nnc(SCC(=O)N2CCOCC2)n1C	i	i	i	i	-9	2	i	i	-1	i	i
COc1ccc(Cc2nc(C(=O)Nc3ccc(OC)cc3)cs2)cc1	i	i	i	i	-3	-3	i	i	-1	25*	i
C#CC[N+](C)(C)CCCCCCCCCCCC	i	i	i	i	-16	8	i	i	0	i	i
COC(C[C@@H](O)C[C@@H](O)[C@@H](C)OCc1ccccc1)OC	i	i	i	i	-4	3	i	i	31	i	i
C=C1N(c2ccc(Cl)cc2)C(=O)OC1(C)C	i	i	i	i	-12	-9	i	i	-1	i	i
CCc1cccc2c(C(=O)COC(=O)/C=C/c3ccccc3OC)c[nH]c12	i	i	i	i	-13	4	i	i	0	i	i
CC(Sc1nc(N)cc(=O)[nH]1)C(=O)NC1CCCCC1 (stereo not given)	i	nt	nt	nt	nt	3	nt	-9.7*	-6	i	nt
COc1cccc(OCC(=O)NNC(=O)c2ccc3ccccc3c2O)c1	i	i	i	i	-7	nt	i	i	-1	nt	i
COc1ccc(CNC(=O)COC(=O)CCS(=O)(=O)c2ccc(C)cc2)cc1OC	i	i	i	i	-9	13	i	i	-4	i	i
CCOC(=O)C1=C(c2ccccc2)NC(=S)NC1c1cccc([N+](=O)[O-])c1 (stereo not given)	i	i	i	i	-7	3	i	i	4	i	i
Cc1cc(Br)ccc1NC(=O)CCN1C(=O)c2ccncc2C1=O	i	i	i	i	-5	-7	i	i	-2	i	i

Structures above marked active in ANO1 activ.
Molecule | KCNK3 block | TRPC4 agonist | KCNK9 inh | KCNQ1 inh | HDAC3 inhib | KCNQ1 act | ANO1 activ | DYRK1A inh | TRPC4 PAM
CC(Sc1nc(N)cc(=O)[nH]1)C(=O)NC1CCCCC1 (stereo not given) | i | nt | nt | nt | 3 | nt | -9.7* | -6 | nt

(next part)
SMILES	KCNK3 block	TRPC4 agonist	KCNK9 inh	KCNQ1 inh	hERG protect	HDAC3 inhib	KCNQ1 act	ANO1 activ	DYRK1A inh	TMEM16A inh	TRPC4 PAM
Nc1ccc(N2CCN(c3ccccc3)CC2)c(F)c1	i	i	i	i	-12	3	i	i	-2	i	i
CCN(CC(=O)NCc1ccc(Cl)cc1)C(=O)/C=C/c1ccc(Cl)c([N+](=O)[O-])c1	i	i	i	i	-6	-5	i	i	nt	i	i
CC(=O)Nc1ccc(NC(=O)C2CC(=O)N(Cc3ccccc3)C2)cc1 (stereo not given)	i	i	i	i	-4	-1	i	i	2	i	i
Cc1ccc(CNC(=O)CN2C(=O)NC(C)(c3ccc(Cl)cc3)C2=O)cc1 (stereo not given)	i	i	i	i	-8	-38	i	i	nt	i	i
CN(c1ccc(C(=O)NCc2ccc3c(c2)OCO3)cc1)S(=O)(=O)c1ccccc1	i	i	i	i	-12	-1	i	i	-2	i	i
COc1cc2c(cc1OC)CN(CC(=O)Nc1ccc3c(c1)OCO3)CC2	i	i	i	i	-8	4	i	i	3	i	i
O=C(CCCOc1ccc(Cl)cc1Cl)N/N=C/c1cccc([N+](=O)[O-])c1	i	i	i	i	-3	4	i	i	-2	i	i
Cc1cccc(NC(=O)c2ccccc2Br)n1	i	i	i	i	-4	-2	i	i	10	i	i
Cc1ccc2c(C(=O)CN3CCOCC3)c(C)[nH]c2c1	i	i	i	i	-5	-6	i	i	-21	i	i
O=S(=O)(Cc1ccccc1Cl)Nc1ccccn1	i	i	i	i	-2	-15	i	i	7	i	i
OCCN(Cc1ccccc1)CC1CC2C=CC1C2 (stereo not given)	i	i	i	i	-8	-1	i	i	0	i	i
CCOC(=O)c1c(NC(=O)C(C)N2CCN(S(=O)(=O)c3cccs3)CC2)sc2c1CCC(C)C2 (stereo not given)	i	i	i	i	-6	0	i	i	-6	i	i
CN1CCC(NC(=S)Nc2cccc([N+](=O)[O-])c2)CC1	i	i	i	i	-22	2	i	i	14	i	i
CN(C(=O)CN1C(=O)c2cc(Cl)c(Cl)cc2C1=O)C1CCS(=O)(=O)C1 (stereo not given)	i	i	i	i	-7	-2	i	i	9	i	i
O=C(Nc1cccnc1)c1cc(Cl)ccc1Cl	i	i	i	i	-3	-2	i	i	nt	i	i
COc1ccc(NC(=O)C2CCCN(S(=O)(=O)c3c(C)n[nH]c3C)C2)cc1 (stereo not given)	i	i	i	i	-5	-9	i	i	-9	i	i
O=C(O)c1ccc2nc3c(nc2c1)-c1ccccc1C3=O	i	i	i	i	-9	8	i	i	42	i	i
Nc1c(C(=O)c2ccccc2O)cnn1-c1ccc(S(=O)(=O)N2CCOCC2)cc1[N+](=O)[O-]	nt	i	i	i	-5	-2	i	nt	nt	i	i
O=C(NC1CCCCC1)c1ccc(-c2ccccc2[N+](=O)[O-])o1	i	i	i	i	-8	4	i	i	1	i	i
O=C(Nc1ccc(N2CCN(c3ncccc3C(F)(F)F)CC2)nc1)c1cccs1	i	i	i	i	-18	12	i	i	-3	25*	i
O=C(/C=C/c1ccccc1)Nn1cnc2ccccc2c1=O	i	i	i	i	0	0	i	i	-3	i	i
CC(=O)Nc1cccc(C(=O)N/N=C/c2ccc(F)cc2)c1	i	i	i	i	-4	-8	i	i	3	i	i
O=C(Cc1ccccc1)NCCS(=O)c1ccc(Cl)cc1 (stereo not given)	i	i	i	i	-8	-5	i	i	-2	i	i
Cc1nc(C(=O)NCc2ccccc2)sc1C1(C)CC(c2cccc([N+](=O)[O-])c2)=NO1 (stereo not given)	i	i	i	i	-5	3	i	i	5	i	i
CCC(C)(C)C1CCC(=NNc2nc3ccccc3[nH]2)CC1 (stereo not given)	i	i	i	i	-11	nt	i	i	6	i	i
Next section.
SMILES	KCNK3 block	TRPC4 agonist	KCNK9 inh	KCNQ1 inh	hERG protect	HDAC3 inhib	KCNQ1 act	ANO1 activ	DYRK1A inh	TMEM16A inh	TRPC4 PAM
Cc1ccc2nc3c(cc2c1)CN(Cc1ccco1)C(=NCC1CCCO1)S3 (stereo not given)	i	i	i	i	-5	-2	i	i	1	i	i
Cn1c(CNS(=O)(=O)c2cccc(Cl)c2)cc(=O)n(C)c1=O	i	i	i	i	-7	6	i	i	-7	i	i
COc1ccc(CNCCNC(=O)c2nonc2N)cc1OC	i	i	i	i	-8	-2	i	i	0	i	i
CC(=O)c1ccc(NC(=O)CN2CCCCCC2)cc1	i	i	i	i	-5	-3	i	i	-5	i	i
C=CCNC(=O)/C(C#N)=C/c1c(N2CCCCCC2)nc2ccccn2c1=O	i	i	i	i	-8	-59	i	i	2	i	i
Nc1ccc(C2(c3ccc(N)cc3)OC(=O)c3ccccc32)cc1	i	i	i	i	-4	2	i	i	8	i	i
Cc1cc(C)cc(C(=O)NCC(=O)OCC(=O)N2CCN(S(=O)(=O)c3ccc4ccccc4c3)CC2)c1	i	i	i	i	-5	-2	i	i	0	i	i
CCN(CC)S(=O)(=O)c1ccc2c(c1)nc(SC(C)C(N)=O)n2-c1ccc(OC)cc1 (stereo not given)	i	i	i	i	-9	-4	i	i	-2	i	i
O=[N+]([O-])c1cccc2ccc(N3CCOCC3)nc12	i	i	i	i	-6	1	i	i	37	i	i
N#Cc1c(N2CCOCC2)nc(N)c2c(N)nc3c(c12)CC(CCl)O3 (stereo not given)	i	i	i	i	-13	-18	i	i	-14	i	i
CCCCCn1c(SCC(=O)OCC)nc2cc(C(=O)N3CCC(C(N)=O)CC3)ccc2c1=O	i	i	i	i	-15	7	i	i	5	i	i
Cc1cccc(C)c1NC(=O)CC(C)c1ccccc1 (stereo not given)	i	i	i	i	-5	-7	i	i	10	i	i
O=c1c2ccccc2c(-c2n[nH]c(=S)o2)nn1Cc1ccccc1	i	i	i	i	-9	2	i	i	0	i	i
Nc1cc(Oc2ccc(Cl)cc2Cl)nc(N)n1	i	i	i	i	-6	?	i	i	-6	i	i
O=C(CCc1ccccc1)Nc1ccc(NC(=O)c2ccco2)nc1	i	i	i	i	-9	8	i	i	-2	i	i
Cc1ccc(S(=O)(=O)NC(=O)c2cc(C)n(-c3cc(S(=O)(=O)N4CCOCC4)ccc3N3CCCC3)c2C)cc1	i	i	i	i	-9	-7	i	i	-4	i	i
COc1ccccc1CCNC(=O)C(=O)NCCC1CCCCN1S(=O)(=O)c1ccccc1 (stereo not given)	i	i	i	i	-9	0	i	i	19	i	i
O=C(NCCC1=CCCCC1)NC1CCCCC1	i	i	i	i	-7	-22	i	i	12	i	i
CC(C)N1CCc2c(sc(NC(=S)NC(=O)c3ccccc3)c2C#N)C1	i	71*	i	7*	-16	16	i	i	-3	i	i
CCOc1ccc2oc(=O)cc(CN3CCN(Cc4ccccc4)CC3)c2c1	i	i	i	i	-7	-4	i	i	1	i	i
